Source: PubChem BioAssay
DRD3 antagonist: antagonists of human D3 dopamine receptor | max response, negative = inhibition, % | D3R cells, DiscoveRx beta-arrestin luminescence, antagonist mode; hits give low values | hit rate 2.5% among 360,000 | P35462; in the data active = max response below about -50%; inconclusive = no clear call, values can overlap the other calls; note: % is set by controls: 0 for no effect and ±100 for the full control effect; mostly tested at two doses, the higher about 12 µM
Target sequence (P35462 whole entry, looked up): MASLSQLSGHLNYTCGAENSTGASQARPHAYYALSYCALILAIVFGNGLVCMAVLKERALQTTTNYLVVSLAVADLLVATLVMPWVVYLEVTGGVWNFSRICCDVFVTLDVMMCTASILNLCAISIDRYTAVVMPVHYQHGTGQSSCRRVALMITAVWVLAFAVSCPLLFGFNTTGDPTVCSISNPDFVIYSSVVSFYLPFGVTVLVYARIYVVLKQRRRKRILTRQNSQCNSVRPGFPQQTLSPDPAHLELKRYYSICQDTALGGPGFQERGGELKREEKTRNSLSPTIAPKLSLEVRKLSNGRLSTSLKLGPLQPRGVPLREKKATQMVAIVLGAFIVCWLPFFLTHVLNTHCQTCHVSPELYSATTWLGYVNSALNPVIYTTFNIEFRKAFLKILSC
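Cells plated overnight at 1500 cells/well, then exposed to library compounds with dopamine controls for 90 minutes at 37 degrees C. DiscoveRx reagent added for 30–60 minutes at room temperature; luminescence read, quantitative HTS format.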
GLP-1R inv ag: acts as inverse agonist at human GLP-1 receptor; Potency, µM (titrated, usually from 38.3 µM), for inactives: top-dose activity change, negative = inhibition, hits mostly inhibitors; hit rate 1.6% among 410,000; P43220; HEK293 GLP-1R CRE-luciferase, luminescence, 24 h; GLP-1R form is constitutively active; AID 624417; note: potency is the fitted concentration of half-maximal effect; % is set by controls: 0 for no effect and ±100 for the full control effect; nearly all actives have a fitted effect of over 55% in size
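Assay principle: reduced luminescence from a cAMP-responsive reporter in HEK293 cells co-expressing a constitutively active GLP-1R. Conditions: 24 hr compound incubation, 37 deg C, 5% CO2.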
FUS yeast rescue: FUS proteinopathy suppression in yeast. S. cerevisiae FUS-expressing, growth rescue, OD600, 24 h. Potency, µM (series often up to 76.6 µM), for inactives: top-dose growth rescue (activation), actives largely listed as activators. hit rate 0.24% among 390,000. AID 1347120;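 note: potency is the fitted concentration of half-maximal effect; plate controls were DMSO vehicle for no effect and reference control for full effect; nearly all actives have a fitted effect of over 55% in size; some results filed as inactive show a strong effect at the top dose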
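Yeast expressing FUS under galactose induction, OD 0.005 in 2% galactose medium; compounds in a dilution series, 24 h at 30C. Growth rescue by absorbance at 600 nm; CP55940 positive control, DMSO negative.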
GLP1R ag: agonists of human GLP-1 receptor; P43220; HEK293 GLP-1R CRE-luciferase, luminescence, 4-6 h; cells express a hypersensitive GLP-1R form; Potency, µM (doses to about 45.6 µM), inactives show at the top dose activation, actives largely listed as activators; hit rate 0.007% among 380,000; AID 624172; note: potency is the fitted concentration of half-maximal effect; % of control where 0% means no effect
Abeta rescue: restores growth of yeast expressing A-beta42 peptide; yeast expressing A-beta42, growth rescue, OD600, 48 h; response scale: 0% DMSO, 100% iron-clioquinol control; Potency, µM (doses to about 46.1 µM), for inactives: at the highest dose growth rescue, hits mostly activators; hit rate 0.063% among 410,000; AID 1347071; note: potency is the fitted concentration of half-maximal effect; nearly all actives have a fitted effect of over 55% in size
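Yeast A-beta toxicity model in growth medium with pinned compounds, 48 h at 30 C; growth read as absorbance at 600 nm. Normalized to FeCl3/clioquinol equimolar mix (positive) and DMSO (negative).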
PTHR1 ag: PTHR1 (human) receptor agonism; Q03431; HEK293 GP2 PTHR1 cells, GloSensor cAMP luminescence, 1 h; Potency, µM (series often up to 115 µM), for the others: top-dose activation, most hits filed as activators; hit rate 0.075% among 410,000; AID 743266; note: potency is the fitted concentration of half-maximal effect; nearly all actives have a fitted effect of over 55% in size; some results filed as inactive show a strong effect at the top dose; inactives centre near -15; many of its hits are not listed in these tables
Target sequence (Q03431 whole entry, looked up): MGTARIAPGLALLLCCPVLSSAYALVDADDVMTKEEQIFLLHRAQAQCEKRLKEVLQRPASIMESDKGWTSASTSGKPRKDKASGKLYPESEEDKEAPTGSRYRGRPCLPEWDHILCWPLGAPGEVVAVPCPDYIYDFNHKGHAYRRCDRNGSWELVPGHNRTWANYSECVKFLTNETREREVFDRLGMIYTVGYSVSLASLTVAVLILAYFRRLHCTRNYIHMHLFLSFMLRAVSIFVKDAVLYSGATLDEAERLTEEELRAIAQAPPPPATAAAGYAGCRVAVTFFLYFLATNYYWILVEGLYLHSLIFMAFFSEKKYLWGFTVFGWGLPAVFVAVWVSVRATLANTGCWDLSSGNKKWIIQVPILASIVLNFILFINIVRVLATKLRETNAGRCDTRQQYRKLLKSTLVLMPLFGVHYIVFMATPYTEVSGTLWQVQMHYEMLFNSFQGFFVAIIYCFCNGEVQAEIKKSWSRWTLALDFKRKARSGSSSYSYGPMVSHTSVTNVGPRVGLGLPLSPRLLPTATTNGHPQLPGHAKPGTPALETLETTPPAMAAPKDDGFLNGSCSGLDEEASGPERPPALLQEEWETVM
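HEK-293-derived GP2 cells expressing PTHR1 and a GloSensor cAMP reporter, 3,000/well, plated overnight, given luciferin plus IBMX (each 0.5 mM as added) for 1 h at 37 °C, then compound for 1 h at 37 °C. Luminescence was read after 15 min at room temperature.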
TDP-43 yeast inh: inhibitors of TDP-43 toxicity in yeast. Potency, µM (highest dose often 46.1 µM), for the others: at the highest dose growth rescue (activation), most hits filed as activators. TDP-43 expressing yeast growth rescue, BacTiter-Glo, 24 h. hit rate 1.8% among 410,000. AID 652104; note: potency is the fitted concentration of half-maximal effect; % of control where 0% means no effect; nearly all actives have a fitted effect of over 50% in size
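Yeast expressing TDP-43 (pregrown in raffinose, seeded at OD600=0.02 in galactose medium) exposed to compounds 24 hr at 30 deg C. Growth read by BacTiter-Glo luminescence; rescue of toxicity appears as increased signal.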
Akt phos inh: inhibitors of Akt phosphorylation. Neuro2A IGF-stimulated pAkt S473 HTRF, 20 min; hits give low values. AID 651550. hit rate 0.32% among 360,000. activity change, % for hits at 50 µM; in the data active = activity change below about -80%; inconclusive = mostly about -51% to -80%; note: % is set by controls: 0 for no effect and ±100 for the full control effect
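Single-point screen (50 µM final compound) in Neuro2A cells stimulated 20 min with 6 nM IGF at 37 deg C. After lysis, Ser473-phosphorylated Akt read by HTRF (ex 330 nm, em 615/665 nm) as the 665/615 ratio.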
aSyn yeast inh: rescues yeast growth from alpha-synuclein toxicity; hit rate 0.14% among 370,000; Potency, µM (titrated, usually from 46.1 µM), inactives show top-dose growth rescue (activation), most hits filed as activators; Yeast expressing alpha-synuclein, growth rescue, BacTiter-Glo, 24 h; AID 652106; note: potency is the fitted concentration of half-maximal effect; % of control where 0% means no effect; nearly all actives have a fitted effect of over 65% in size
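Rescue of yeast growth: cells expressing toxic alpha-synuclein, induced in galactose at OD600 0.02, incubated with compound 24 h at 30 C. ATP luminescence quantified growth; inhibitors of toxicity appear as activators.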
Active calls of the source: *; i = inactive; ? = inconclusive; nt = not tested or not shown; [ ] = remark or other dose. Unless noted, calls come from the whole dose curve; as a rule, active = well fitted curve in the direction sought with a large enough effect; inconclusive = small, poorly fitted or top-dose-only effect, or another doubt; inactive = no such curve, though single readings can be large; an effect the other way counts as inactive or inconclusive. Some of the compounds tested. The share of hits here may be higher or lower than overall.

SMILES	DRD3 antagonist	GLP-1R inv ag	FUS yeast rescue	GLP1R ag	Abeta rescue	PTHR1 ag	TDP-43 yeast inh	Akt phos inh	aSyn yeast inh
CCN(CC)CCN(C(=O)c1ccc2ccccc2c1)c1nc2cc3c(cc2s1)OCO3	-23	-23%	11%	1%	2%	-30%[inhibitor]	-13%	i	-5%
Cc1cc(C(=O)N/N=C/c2ccc[nH]2)n[nH]1	-16	-3%	12%	0%	-13%	i	-14%	i	-6%
CSCCC(NC(C)=O)C(=O)OCC(=O)N(c1ccccc1)c1ccccc1 (stereo unspecified)	2	-1%	-6%	-13%	19%	i	-11%	i	12%
O=Nc1c(O)cc(O)c2ccccc12	9	-15%	-31%	-5%	11%	i	0%	i	-3%
C(#Cc1ccccc1)C[N+]1(CC#Cc2ccccc2)CCCC1	-9	-27%	nt	-16%	-3%	-16%	5%	i	-2%
O=C(C1CCN(S(=O)(=O)c2cnc[nH]2)CC1)N1CCN(Cc2ccc3c(c2)OCO3)CC1	2	14%	3%	-2%	-4%	i	-4%	i	6%
Cc1ccc(-n2c(SCC(=O)NCc3ccco3)nc3c([nH]c4ccccc43)c2=O)cc1	-50*	12%	4%	6%	-5%	-47%[inhibitor]	9%	i	-4%
Cc1cc(C)cc(OCC(=O)Nc2cccc(-c3nc4ccccc4[nH]3)c2)c1	nt	?	?	nt	-44%	-25%	?	nt	nt
COc1ccc(CCNC(=O)CSc2ccsc2[N+](=O)[O-])cc1OC	-10	4%	2%	19%	8%	-5%	5%	i	4%
C[C@@H]1CCCCO[C@H](CN(C)Cc2ccc(C(=O)O)cc2)[C@@H](C)CN([C@H](C)CO)C(=O)c2cc(NC(=O)CCC(F)(F)F)ccc2O1	-20	7%	-1%	-1%	-2%	-14%	25%	i	1%
Cc1c(Br)cccc1NC(=O)C1(C)CCN1Cc1ccccc1OC(F)F (stereo unspecified)	39	?	-13%	-2%	-6%	-23%	-11%	i	7%
C[C@@H]1CN([C@@H](C)CO)S(=O)(=O)c2ccc(Br)cc2O[C@H]1CN(C)Cc1ccccc1F	-12	?	-10%	-3%	0%	-22%	24%	i	1%
O=C(COc1ccc(S(=O)(=O)N2CCOCC2)cc1Cl)NCc1ccccn1	4	24%	-19%	6%	10%	-4%	-3%	i	9%
CCOC(=O)c1ccc(N=C2S/C(=C\c3cc(C)n(-c4cccnc4)c3C)C(=O)N2C)cc1	-10	22%	-10%	-2%	15%	i	21%	i	2%
COCCNC(=O)C1CCN(S(=O)(=O)c2c(C)noc2/C=C/c2cccs2)CC1	-16	9%	1%	7%	7%	i	-12%	i	-1%
CCS(=O)(=O)n1nc(-c2ccccc2)cc1N	-14	-2%	-15%	-6%	-15%	-13%	24%	i	-1%
Cc1ccc(S(=O)(=O)N2[C@@H](c3ccc4c(c3)OCO4)C(C(=O)O)=C[C@H]2CC2CCCC2)cc1	61	-26%	?	-4%	8%	i	7%	i	-24%
N/C(=N\N=C\c1ccc(O)c(O)c1)c1nonc1N	-11	120%[activator]	-9%	21%	2%	i	6%	i	-14%
CCC(=O)N/C(=N\OCc1ccc(F)cc1)c1nonc1NC(=O)CC	20	1%	41%	-11%	3%	i	15%	i	-3%
Cc1cccc(OCCn2c(SCC(=O)O)nc3ccccc32)c1	nt	15%	-8%	-4%	-8%	-14%	?	nt	0%
O=C1c2ccccc2C(=O)N1Cc1cc(Cl)c(O)c([N+](=O)[O-])c1	-8	5%	9%	0%	-6%	i	-3%	i	4%
O=C(O)c1ccccc1-c1ncc(-c2ccccc2)o1	4	16%	-8%	-1%	6%	-2%	9%	i	2%
Cc1cccc(Nc2ncnc3onc(-c4ccc(Cl)cc4)c23)c1C	nt	23%	37%	23%	-13%	-8%	?	nt	23%
O=C1c2ccccc2NC(c2cccc(F)c2)N1Cc1ccco1 (stereo unspecified)	-61*	-8%	-1%	4%	-9%	i	-17%	i	25%
Cc1cc(=O)oc2cc(OC(=O)c3cncc(Br)c3)ccc12	8	15%	-8%	0%	-12%	-17%	6%	i	11%
CC(C)(C)c1ccccc1N=Cc1ccc2ccccc2n1	-12	-31%	3%	11%	2%	i	1%	i	1%
O=C(CN1C(=O)NC2(CCCCCCC2)C1=O)NC1CCCc2ccccc21 (stereo unspecified)	0	4%	nt	0%	10%	i	3%	i	-1%
O=S1(=O)CCS(=O)(=O)C1c1ccccc1	0	11µM*	-10%	-9%	3%	3%	-9%	i	-4%
C=CCc1cc(/C=N/n2cnnc2)cc(OCC)c1O	10	12%	-17%	-17%	10%	-1%	17%	i	8%
O=C(COC(=O)/C=C/c1cccc(F)c1)NCc1ccc2c(c1)OCO2	17	16%	-58%	-1%	0%	-19%	7%	i	1%

Reformatted comma-delimited: part of the list above
SMILES,DRD3 antagonist,GLP-1R inv ag,FUS yeast rescue,GLP1R ag,Abeta rescue,PTHR1 ag,TDP-43 yeast inh,Akt phos inh,aSyn yeast inh
CCC(=O)N/C(=N\OCc1ccc(F)cc1)c1nonc1NC(=O)CC,20,1%,41%,-11%,3%,i,15%,i,-3%
Cc1cccc(OCCn2c(SCC(=O)O)nc3ccccc32)c1,nt,15%,-8%,-4%,-8%,-14%,?,nt,0%
O=C1c2ccccc2C(=O)N1Cc1cc(Cl)c(O)c([N+](=O)[O-])c1,-8,5%,9%,0%,-6%,i,-3%,i,4%
O=C(O)c1ccccc1-c1ncc(-c2ccccc2)o1,4,16%,-8%,-1%,6%,-2%,9%,i,2%
Cc1cccc(Nc2ncnc3onc(-c4ccc(Cl)cc4)c23)c1C,nt,23%,37%,23%,-13%,-8%,?,nt,23%
O=C1c2ccccc2NC(c2cccc(F)c2)N1Cc1ccco1 (stereo unspecified),-61*,-8%,-1%,4%,-9%,i,-17%,i,25%
Cc1cc(=O)oc2cc(OC(=O)c3cncc(Br)c3)ccc12,8,15%,-8%,0%,-12%,-17%,6%,i,11%
CC(C)(C)c1ccccc1N=Cc1ccc2ccccc2n1,-12,-31%,3%,11%,2%,i,1%,i,1%
O=C(CN1C(=O)NC2(CCCCCCC2)C1=O)NC1CCCc2ccccc21 (stereo unspecified),0,4%,nt,0%,10%,i,3%,i,-1%
O=S1(=O)CCS(=O)(=O)C1c1ccccc1,0,11µM*,-10%,-9%,3%,3%,-9%,i,-4%
C=CCc1cc(/C=N/n2cnnc2)cc(OCC)c1O,10,12%,-17%,-17%,10%,-1%,17%,i,8%
O=C(COC(=O)/C=C/c1cccc(F)c1)NCc1ccc2c(c1)OCO2,17,16%,-58%,-1%,0%,-19%,7%,i,1%

Later entries:
SMILES	DRD3 antagonist	GLP-1R inv ag	FUS yeast rescue	GLP1R ag	Abeta rescue	PTHR1 ag	TDP-43 yeast inh	Akt phos inh	aSyn yeast inh
CCOC(=O)c1cnc(N2CCOCC2)[nH]c1=O	-6	-10%	-20%	-6%	-4%	i	-1%	i	-8%
COc1ccc2c(-c3cccnc3)cc(=O)[nH]c2c1	5	12%	13%	0%	15%	i	17%	i	0%
COc1cccc(CNC(=O)CCc2c(C)nn(-c3ccc(N4CCCC4)nn3)c2C)c1	nt	8%	-2%	nt	-4%	-2%	-2%	nt	nt
COC(=O)c1ccc(NC(=O)CSc2ccccn2)cc1	10	-3%	16%	28%	9%	-25%[57.5 µM]	?	i	10%
CCSCCOC(=O)C1=C(C)NC(=O)NC1c1cccc(OC)c1OC (stereo unspecified)	12	-9%	11%	-1%	7%	i	-6%	i	2%
Cc1ccc(CN2CCN(C(=O)C3CCCO3)CC2)cc1 (stereo unspecified)	17	-4%	8%	-11%	13%	-20%[57.5 µM]	-6%	i	-2%
Cc1cccc(Nc2cc(=O)[nH]c(=O)[nH]2)c1	6	1%	nt	-1%	-17%	16%	-13%	i	-2%
Clc1ccc(SCCOCCN2CCCCC2)cc1	-80*	?	nt	-19%	1%	-10%	-35%[inhibitor]	i	1%
CSc1nc2c(c(=O)[nH]1)CCCC2	0	0%	14%	-9%	-7%	-15%[57.5 µM]	-2%	i	?
CCOC(=O)c1cnc(Nc2nc3ccccc3o2)nc1CSc1ncccn1	-22	0%	nt	5%	3%	i	24%	i	-9%
COc1cccc(NC(=O)CCC2CCN(C(=O)C(OC)c3ccccc3)CC2)c1 (stereo unspecified)	3	-4%	4%	-3%	-8%	i	23%	i	-5%
N#Cc1sc2nccc(Nc3ccccc3)c2c1N	8	?	10%	3%	-15%	-21%	22%	i	9%
Clc1cccc(-c2csc(-c3nc(-c4ccc(Br)s4)cs3)n2)c1	nt	-6%	-8%	nt	11%	-21%	5%	nt	nt

Shown with bars between the fields: two of the compounds above
smiles | DRD3 antagonist | GLP-1R inv ag | FUS yeast rescue | GLP1R ag | Abeta rescue | PTHR1 ag | TDP-43 yeast inh | Akt phos inh | aSyn yeast inh
CCOC(=O)c1ccc(N=C2S/C(=C\c3cc(C)n(-c4cccnc4)c3C)C(=O)N2C)cc1 | -10 | 22% | -10% | -2% | 15% | i | 21% | i | 2%
COCCNC(=O)C1CCN(S(=O)(=O)c2c(C)noc2/C=C/c2cccs2)CC1 | -16 | 9% | 1% | 7% | 7% | i | -12% | i | -1%
